CHO parental Ca – signal in parental CHO cells, OX1R antagonist counter-screen; parental CHO-K1, ATP-induced calcium, Fluo-8 fluorescence; 330,000 compounds, 0.63% hits; inhibition, % at 5.6 µM;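 active means inhibition above that plate's mean sample inhibition plus 3 SD, cut at about 26% in these data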;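 further: 0% = ATP-challenged DMSO wells and 100% = DMSO wells without ATP; some compounds past the cut are filed as inactive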
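test system = CHO parental line | reagent = ATP stimulus | measured by = intracellular calcium via Fluo-8 no-wash fluorescent dye | control set = ATP and no-ATP DMSO wells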
TAAR1 agonist – human TAAR1 agonism. activation, % at 3 µM. CHO RD-HGA16 TAAR1, Fluo-8 calcium fluorescence; vehicle wells 0%, saturating PEA agonist 100%. 360,000 compounds, 0.99% hits. AID 624467. Q96RJ0;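 active means activation above the mean activation of all test compounds in the run plus 3 SD, cut at about 38% in these data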
Target sequence (Q96RJ0 whole entry, looked up): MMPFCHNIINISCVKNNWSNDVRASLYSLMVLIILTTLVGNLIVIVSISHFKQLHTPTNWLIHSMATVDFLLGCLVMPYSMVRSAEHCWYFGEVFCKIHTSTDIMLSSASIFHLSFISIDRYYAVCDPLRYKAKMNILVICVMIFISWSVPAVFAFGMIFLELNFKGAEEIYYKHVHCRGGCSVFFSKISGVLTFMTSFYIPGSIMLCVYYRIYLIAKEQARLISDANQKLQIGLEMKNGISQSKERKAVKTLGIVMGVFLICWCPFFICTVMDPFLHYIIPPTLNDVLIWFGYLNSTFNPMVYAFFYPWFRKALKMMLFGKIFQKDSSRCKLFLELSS
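System: CHO-derived RD-HGA16 cells with stable Gα16 and human TAAR1 / Times: 17-24 h plating, Fluo-8 75 min 37 °C, 30 min RT / Technique: calcium-sensitive Fluo-8 signal, excitation 470-495, emission 515-575 nm / Measure: % activation relative to PEA EC100 response / Benchmarks: DMSO and PEA EC100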
OXTR potentiator – human OXTR potentiation; activation, % at 3 µM; P30559; CHO-OTR cells, Fluo-8 calcium fluorescence, potentiator mode; 0% = oxytocin EC15, 100% = EC100; 320,000 compounds, 0.061% hits; AID 2445;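 active means activation above that plate's cutoff, the mean activation of tested compounds plus 3 SD, cut at about 6.6% in these data, passing the limit was not always enough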;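 further: 100% uses oxytocin at 75 nM as the full agonist control; some results filed as inactive read as strong as hits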
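Assay system: CHO cell line stably expressing human OTR. Reagent: EC15 oxytocin agonist. Dosing: single dose, 3.0 µM nominal final compound concentration. Timing: compound 6 min at room temperature before oxytocin, 100 s read. Signal: kinetic Fluo-8 calcium fluorescence. Controls: oxytocin EC15 low and EC100 high.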
CHRM1 PAM – positive allosteric modulators of human M1 muscarinic receptor; P11229; CHO-K1 hM1, Fluo-8 calcium fluorescence, ACh EC20; 0% = ACh EC20, 100% = maximal ACh; activation, % at 3 µM; 360,000 compounds, 0.088% hits; AID 588819; in the data active means activation above about 19%, passing the limit was not always enough
Target sequence (P11229 whole entry, looked up): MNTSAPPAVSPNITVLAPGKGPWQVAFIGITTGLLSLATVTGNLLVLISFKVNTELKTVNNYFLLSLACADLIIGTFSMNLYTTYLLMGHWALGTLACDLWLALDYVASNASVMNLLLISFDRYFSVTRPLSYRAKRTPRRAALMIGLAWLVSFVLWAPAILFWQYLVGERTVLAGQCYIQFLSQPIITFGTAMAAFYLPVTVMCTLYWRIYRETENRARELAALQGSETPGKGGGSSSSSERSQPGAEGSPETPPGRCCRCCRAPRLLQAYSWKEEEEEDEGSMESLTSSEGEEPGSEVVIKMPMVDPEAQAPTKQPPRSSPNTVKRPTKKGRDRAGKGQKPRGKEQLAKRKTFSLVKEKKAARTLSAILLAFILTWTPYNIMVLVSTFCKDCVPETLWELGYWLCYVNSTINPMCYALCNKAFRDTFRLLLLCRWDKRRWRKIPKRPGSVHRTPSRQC
M1 ag – activates human CHRM1 receptor. P11229. AID 588814. 360,000 compounds, 0.33% hits. activation, % at 3 µM. CHO-K1 hM1, Fluo-8 calcium fluorescence, agonist mode; 0% DMSO, 100% acetylcholine EC100;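 active means activation above the run's mean compound activation plus 3 SD, cut at about 16% in these data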;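 further: peak over basal fluorescence ratio within a 140 s kinetic read after compound addition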
CHRM1 antagonist – blocks human M1 muscarinic receptor; P11229; CHO-K1 hM1, Fluo-8 calcium fluorescence, ACh EC80 antagonist; inhibition, % at 3 µM; 360,000 compounds, 1.3% hits; AID 588852;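 active means percent inhibition above its own plate's cutoff, namely the mean of that plate's compound wells plus 3 SD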;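 further: peak over basal fluorescence ratio during 140 s after agonist addition; 0% = ACh EC80 plus DMSO and 100% = DMSO alone without agonist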
V1aR counter – activates human V1a receptor in oxytocin agonist counter-screen | P37288 | CHO-V1R cells, Fluo-8 calcium fluorescence, agonist mode; 0% DMSO, 100% 3 nM vasopressin | activation, % at 3 µM | 320,000 compounds, 0.25% hits;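 active means activation above the mean activation of all tested compounds plus 3 SD, per screening run, cut at about 20% in these data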;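 further: signal is peak over basal fluorescence ratio across a 100 second FLIPR read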
OXTR ag – agonists of human oxytocin receptor; 320,000 compounds, 0.32% hits; AID 2435; CHO-OTR cells, Fluo-8 calcium fluorescence; normalized: DMSO 0%, oxytocin 100%; P30559; activation, % at 3 µM;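 active means activation above the mean of all tested compounds plus 3 SD, cutoff set per screening run, cut at about 20% in these data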;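 further: peak over basal fluorescence ratio from a 100 s FLIPR kinetic read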
TAAR1 antag – antagonists of human TAAR1 | 360,000 compounds, 1.5% hits | inhibition, % at 3 µM | CHO RD-HGA16 TAAR1, Fluo-8 calcium fluorescence, antagonist;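 active means inhibition above a per-plate cutoff, the mean inhibition of test compounds on that plate plus 3 SD, cut at about 49% in these data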;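 further: 0% = DMSO plus EC80 beta-PEA response and 100% = DMSO alone without agonist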
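Test system: RD-HGA16 CHO cells with stable hTAAR1 and Gα16 / Probe or stimulus: EC80 β-phenethylamine stimulus / Times: seeding 17-24 h prior, 75-min 37 °C, 30-min RT dye loading / Detection: Fluo-8 calcium-sensitive fluorescence / Read-out basis: % inhibition scaled between DMSO and EC80 PEA controls / Repeats: singlicate, one well per test compound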
An asterisk follows results filed as active; nt = not tested or not shown.

Results follow in this order: CHO parental Ca	TAAR1 agonist	OXTR potentiator	CHRM1 PAM	M1 ag	CHRM1 antagonist	V1aR counter	OXTR ag	TAAR1 antag
- Cn1c(CNC(=O)C(Cc2ccccc2)NC(=O)c2ccccc2)cc(=O)n(C)c1=O (configuration not stated)
    -9	0	2	4	-4	-5	-0.5	-0.5	2
- Cc1cccc(NC(=S)N2CCC(C(=O)c3ccc(F)cc3)CC2)c1C
    -14	6	-8	3	5	-13	0.7	0.4	-4
- CC1(C2CC2)NC(=O)N(CC(=O)Nc2ccc(C(F)(F)F)cc2)C1=O (configuration not stated)
    -12	12	-5	7	-2	-1	0.9	-0.4	-9
- COc1ccc(-c2cccc(C3CC=CC4C3C(=O)N(Cc3ccccc3)C4c3ccc4ccccc4c3)c2)cc1 (configuration not stated)
    -9	1	12	11	-1	-5	1.0	-0.4	6
- Cc1cccc(NC(=O)c2cc3n(n2)C(C(F)(F)F)CC(c2ccc4c(c2)OCO4)N3)c1 (configuration not stated)
    -7	3	-5	-2	-8	10	2.0	-1.0	16
- Cc1nc(C#N)c(N/N=C/c2cccc(Cl)c2)o1
    -1	16	-6	2	-1	-8	-0.3	0.2	-6
- CNc1nc(OCC(F)(F)F)nc(OCC(F)(F)F)n1
    8	1	-3	7	-4	-11	-0.7	-1.7	-24
- O=C(Nc1ccccc1)c1ccc2ccccc2n1
    -3	15	-14	-3	0	9	-1.6	-2.4	12
- CCCCN(CCCC)Cc1cc(=O)oc2cc(C)c(Cl)cc12
    nt	15	nt	15	3	-6	nt	nt	-11
- O=C(CSC1=NS(=O)(=O)c2ccccc2N1)Nc1cccc(F)c1
    -5	-1	5	-5	-2	15	-0.2	-0.5	-27
- O=C1NC[C@H](Cc2ccccc2)N(C[C@H]2CCCN2C[C@H](Cc2ccc(O)cc2)N2C[C@H](Cc3ccc(O)cc3)N(CC3CCCCCC3)C(=O)C2=O)C1=O
    nt	0	nt	-7	-7	15	nt	nt	17
- COc1ccc(NC2CCCN(C(=O)c3oc(C)cc3C)C2)cc1OC (configuration not stated)
    -12	2	-4	11	0	-14	-0.2	-0.1	11
- O=C(COc1ccccc1Cl)c1ccc[nH]1
    -3	8	-5	-5	-11	29*	3.2	-0.9	12
- O=S(=O)(NCc1ccccc1)c1ccc(S(=O)(=O)N(Cc2ccccn2)Cc2ccco2)cc1
    2	10	-11	-3	-2	-2	4.7	3.3	33
- CC(C)c1ccc(C(=O)NCCCN2CCN(CCCNC(=O)c3ccc(C(C)C)cc3)CC2)cc1
    -22	3	-10	-16	-8	6	3.2	3.6	0
- Cn1c(C(=O)N2COCC2(C)C)cc2c(=O)n3ccccc3nc21
    -4	4	-6	5	-3	-5	0.8	0.1	-16
- Cc1cc(OCC(=O)OCC(=O)c2c(N)n(C)c(=O)n(C)c2=O)ccc1Cl
    -24	9	-11	3	-3	-4	7.7	10	-6
- Cc1nn2c(N3CCN(C4CCCC4)CC3)cc(C(C)(C)C)nc2c1-c1ccccc1
    -10	15	-1	-3	-5	2	-0.7	0.6	5
- CCOC(=O)c1cnn(-c2ccc(F)cc2)c1N
    -5	1	-11	2	-4	-2	-0.5	0.0	0
- COc1ccccc1C(CNC(=O)CN1C(=O)NC(C)(c2ccc3ccccc3c2)C1=O)N1CCCC1 (configuration not stated)
    nt	1	nt	-27	-8	65*	nt	nt	-7
- COc1ccccc1N1C(=O)[C@@H]2C(C(=O)CN3C(=O)c4ccccc4C3=O)=NN[C@@H]2C1=O
    -30	0	-7	11	-3	-6	-0.5	2.4	0
- Cc1cc(C(F)(F)F)nc(NNc2nc(C)cc(C(F)(F)F)n2)n1
    nt	0	nt	13	-1	-12	nt	nt	-20
- COc1ccc2c(c1)c(=O)oc1cc3occ(C(C)(C)C)c3cc12
    12	16	-6	12	1	-8	-1.1	-0.8	-18
- O=C(Cn1c(=O)n(CCCCC(=O)NC2CCCC2)c(=O)c2ccccc21)NCCC1=CCCCC1
    -9	7	-10	3	-2	-3	-1.0	-0.1	11
- COC1=Cc2c(ccc3ccc(=O)oc23)OC1(C)C
    -18	15	-1	0	-7	3	-1.8	-1.5	-9
- CCN(c1ccccc1)S(=O)(=O)c1cc2c(cc1C)n(C)c(=O)c(=O)n2C
    -7	-1	-8	4	-4	-14	0.3	-0.5	6
- Cc1ccc(C)c(NC(=O)C2CCCC2)c1
    6	2	-8	2	-3	0	-0.3	-2.2	-10
- O=C(Cn1nnc2ccccc21)OCC(=O)c1ccc(Cl)cc1
    -7	0	-2	nt	nt	nt	-0.8	0.6	-17
- COC(=O)Cn1cnc2c(Cl)nc(F)nc21
    -20	3	nt	-5	0	3	nt	nt	-13
- Cc1cccc(-n2[nH]c(C)c(C=Nc3ccc4[nH]c(=O)[nH]c4c3)c2=O)c1
    -5	7	-1	-5	-1	6	0.3	-0.2	5
- COC(=O)c1cc(-c2c(C)nn(-c3ccccc3)c2C)n[nH]1
    -17	4	-10	5	-1	-28	0.6	-1.6	-3
- COc1ccc(COC(=O)CCNC(=O)c2ccc(Cl)cc2)cc1
    -9	-2	0	4	-4	-4	-1.6	-2.0	1
- Cn1c2ccccc2c2ncn(CCC3=CCCCC3)c(=O)c21
    -32	15	1	5	-6	-8	-1.7	-2.6	6
- Cc1ccc(S(=O)(=O)N(C)CC(=O)Nc2ncccc2C)cc1
    9	1	-4	9	-1	-11	0.0	0.7	-6
- CCCCCCCn1c(=O)c(C(=O)OC)c(N)c2ccccc21
    58*	22	-16	-15	4	28	6.7	7.9	14
- CC(CNC(=O)Cn1ccc(NC(=O)OCc2ccccc2)nc1=O)c1ccccc1 (configuration not stated)
    -9	14	-2	-1	-4	7	-0.3	-0.4	-6
- COc1ccc2c(c1)CCc1c(C(=O)Nc3cc(C)n(Cc4ccc(Cl)cc4)n3)noc1-2
    -7	14	-4	-2	-3	-3	0.7	-0.5	5
- COc1ccc(/C=N/Nc2cc(N3CCOCC3)ncn2)c(OC)c1
    -10	0	3	6	-2	-3	-1.1	-1.2	-9
- O=[N+]([O-])c1cc(S(=O)(=O)N2CCOCC2)ccc1NS(=O)(=O)c1ccccc1
    -11	0	-3	-5	1	-4	1.2	-0.4	20
- O=C(Nc1cccc(NC(=O)c2ccc(Cl)cc2)n1)c1ccc(Cl)cc1
    -9	4	-6	12	0	-2	0.1	-0.6	0
- Nc1nc(CSc2ncccn2)nc(Nc2ccccc2)n1
    -1	3	-2	8	-6	-9	-0.4	0.0	-13
- CCc1ccc(CN2C(=O)c3ccccc3C2C(=O)NCc2cccnc2)cc1 (configuration not stated)
    3	1	-6	5	-3	-6	0.2	0.2	-3
- COC(=O)c1c(C)[nH]c(C(=O)NCCc2ccc(S(N)(=O)=O)cc2)c1C
    -1	4	4	-1	-2	1	0.7	-0.4	5
- CN1CCc2cc(O)c(O)cc2C(c2ccccc2)C1 (configuration not stated)
    -5	2	-12	-4	-2	-20	0.1	0.5	-4
- COc1cccc(CC(=S)N2CCOCC2)c1
    1	1	-7	-4	-6	8	1.2	0.1	2
- Clc1ccc(C2CC(c3cccs3)n3ncnc3N2)cc1 (configuration not stated)
    -7	7	-10	22	-1	-26	3.6	4.7	-19
- O=C(CCN1CCCO1)N1CCCC(Nc2cccc(F)c2)C1 (configuration not stated)
    nt	1	nt	-4	-7	-6	nt	nt	-10
- COCc1cc(=O)[nH]c(/N=C(\N)Nc2cccc(Cl)c2)n1
    -14	16	-5	9	0	-2	1.2	-0.6	-12
- COc1cc(O)oc1C=Nc1ccc(Cl)cc1
    -9	8	-15	-2	-3	2	0.1	0.1	-30
- Cc1cc(=O)oc2cc(OCC(=O)NC3CCCC3)ccc12
    -13	3	2	3	-2	-11	1.8	1.0	-13

Next records follow:
Results follow in this order: CHO parental Ca	TAAR1 agonist	OXTR potentiator	CHRM1 PAM	M1 ag	CHRM1 antagonist	V1aR counter	OXTR ag	TAAR1 antag
- CCCNC(=O)C1(C)CCCN(C(=O)c2cccc(C(F)(F)F)c2)C1 (configuration not stated)
    nt	3	nt	6	-1	-9	nt	nt	-15
- Cc1cc(NC(=O)c2cc(CC(C)C)on2)n(-c2ccccc2)n1
    -8	-2	-1	0	-7	-4	-0.4	-1.4	-45
- O=C(NCC1CCCO1)c1ccccc1NS(=O)(=O)c1cccc([N+](=O)[O-])c1 (configuration not stated)
    -7	9	0	5	0	-6	2.4	2.4	2
- COc1ccc(/C=N/NC(=O)CN2CCCC2)cc1
    -8	6	-6	-2	-4	-2	-0.1	5.6	7
- CCOC(=O)C1(CCOc2ccccc2)CCN(Cc2cnc(C)s2)CC1
    -30	1	-10	1	-14	2	3.9	2.8	-1
- CCC1Sc2ccc(S(=O)(=O)CCC(=O)NCc3cccs3)cc2NC1=O (configuration not stated)
    -22	4	-5	3	-2	-5	3.6	2.0	5
- CCOC(=O)c1ccc(N/C=C/C(=O)c2ccc(OC)cc2)cc1
    -13	4	-4	12	-3	-16	0.5	-0.4	-21
- COc1cc(C2NC(=O)CS2)cc(OC)c1OC (configuration not stated)
    -7	1	-5	12	-2	-9	0.2	-2.4	10
- COCC(=O)NC1CCN(CC(=O)Nc2ccccc2[N+](=O)[O-])CC1
    -7	2	-11	3	-4	2	1.3	0.5	-12
- O=c1c2ccccc2nnn1CCN1CCOCC1
    -5	0	-6	7	-4	1	-0.4	0.5	10
- Cc1ccc(S(=O)(=O)Nc2ccc3c(c2)nc(CN2CCCC2)n3C)cc1
    -23	14	-11	-3	-2	1	15	18	12
- CSc1cccc(NC(=O)Nc2nc3c(C)cccc3s2)c1
    14	5	-21	-2	0	13	5.7	5.9	38
- Cc1cc(C)cc(OCC(=O)OCC(=O)N(CC(C)C)c2c(N)n(Cc3ccccc3)c(=O)[nH]c2=O)c1
    -15	-1	-1	3	-3	-18	-0.7	-0.9	7
- Clc1ccsc1-c1ccc2ccccc2n1
    -9	-1	-3	-5	-2	-10	-0.6	-1.8	7
- OCCCNC(=S)Nc1ccc(Oc2ccccc2)cc1
    -9	9	-11	-4	-7	-3	1.1	-0.2	5
- Cc1cccc(-c2c3c(=O)n(C)c(=O)n(C)c3cn2CCO)c1
    -4	-2	-2	1	-3	-3	0.8	0.1	-2
- O=C(NCCC(=O)N1O[C@@H]2C=C[C@H]1C2)OCC1c2ccccc2-c2ccccc21
    -10	1	nt	9	-2	-10	nt	nt	-12

Bioassay records deposited in PubChem BioAssay by The Scripps Research Institute Molecular Screening Center.
